Bioassay records as filed in PubChem.
ANO1 activ: TMEM16A chloride channel activators or potentiators, primary screen, cell-based, HTS; HEK293 TMEM16A/YFP-H148Q/I152L, iodide quench fluorescence; active compounds read low; B-score at 10 µM; actives 0.3% (n = 340,000);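 active = fluorescence-ratio B-score plate-corrected deviation score at least 3 library SD below zero, with starting fluorescence score within 5 deviations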;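 note: channel opened by trigger with iodide after compound preincubation; score built on the fluorescence ratio of max minus min over baseline; more negative score means more quench and so TMEM16A activation or potentiation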
Target sequence (Q8BHY3 whole entry, looked up): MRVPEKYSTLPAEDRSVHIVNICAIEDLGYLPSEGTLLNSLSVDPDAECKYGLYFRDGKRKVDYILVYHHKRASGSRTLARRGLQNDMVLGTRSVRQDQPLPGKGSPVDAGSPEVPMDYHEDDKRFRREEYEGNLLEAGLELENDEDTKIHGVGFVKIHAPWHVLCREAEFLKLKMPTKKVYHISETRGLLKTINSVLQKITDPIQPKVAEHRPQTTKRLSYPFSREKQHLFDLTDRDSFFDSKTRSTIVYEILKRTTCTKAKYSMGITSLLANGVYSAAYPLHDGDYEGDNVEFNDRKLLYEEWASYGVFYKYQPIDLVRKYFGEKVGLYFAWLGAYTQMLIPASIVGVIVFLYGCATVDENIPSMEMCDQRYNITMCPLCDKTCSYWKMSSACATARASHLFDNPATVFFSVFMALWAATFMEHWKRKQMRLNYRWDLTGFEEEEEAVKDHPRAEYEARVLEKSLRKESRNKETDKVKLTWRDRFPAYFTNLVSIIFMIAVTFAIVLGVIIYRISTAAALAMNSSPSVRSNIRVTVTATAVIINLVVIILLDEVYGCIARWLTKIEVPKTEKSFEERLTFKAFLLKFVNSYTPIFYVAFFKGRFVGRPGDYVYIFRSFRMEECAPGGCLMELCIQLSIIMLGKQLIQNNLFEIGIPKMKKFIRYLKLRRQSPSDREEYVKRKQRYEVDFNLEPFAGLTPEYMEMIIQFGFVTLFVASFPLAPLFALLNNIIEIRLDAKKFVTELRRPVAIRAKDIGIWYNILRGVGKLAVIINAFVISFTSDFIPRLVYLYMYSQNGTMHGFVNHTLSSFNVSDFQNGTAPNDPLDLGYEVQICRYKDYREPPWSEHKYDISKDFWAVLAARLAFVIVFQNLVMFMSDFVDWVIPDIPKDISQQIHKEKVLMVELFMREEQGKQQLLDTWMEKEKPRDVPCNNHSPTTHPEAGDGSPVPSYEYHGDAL
TRPC4 inh: inhibitors of mouse TRPC4 channel, primary screen, Fluo4 calcium, HEK293 TRPC4beta/mu-opioid cells | actives 0.39% (n = 300,000) | DAMGO-evoked Fluo4 calcium flux; active compounds read low | AID 2247, 2010 | B-score at 10 µM | Short transient receptor potential channel 4 (Mus musculus), Q9QUQ5;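 active = B-score over 3 SD under the library average, no early fluorescence shift, positive overall ratio signal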
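material = TRPC4beta/mu-opioid receptor HEK293 cell line | probe or stimulus = sequential submaximal and maximal DAMGO stimulation | compound dosing = one concentration per compound | measured by = Fluo4 Ca2+ flux fluorescence | evaluation = integrated fluorescence ratio relative to baseline, converted to per-well B score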
TRPC6 activator: mouse TRPC6 channel activators, primary screen, cell-based, HEK293, membrane potential dye. Short transient receptor potential channel 6 (Mus musculus), Q61143. HEK293-TRPC6 membrane potential dye fluorescence; active compounds read high. B-score at 10 µM. actives 0.13% (n = 310,000). AID 2550, 2010;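 active = B-score of the integrated fluorescence ratio above library mean plus 3 SD, and starting fluorescence ratio within library mean plus 5 SD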;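 note: higher score means more depolarization so channel activation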
TMEM16A inh: TMEM16A chloride channel inhibitors, primary screen, cell-based, HTS; Anoctamin-1 (Mus musculus), Q8BHY3; HEK293 TMEM16A/YFP iodide influx fluorescence, ionomycin; normalized B-score (activity score, 25-100; higher = stronger inhibition) at 10 µM; actives 1.2% (n = 310,000); AID 588511, 2011;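 active = ratio plate-corrected score three or more library SD toward inhibition, starting fluorescence score within five deviations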;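 note: score derived from kinetic fluorescence span divided by baseline fluorescence per well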
TRPC4 act: activators of mouse TRPC4 channel, primary screen, Fluo4 calcium, HEK293 TRPC4beta/mu-opioid cells; Fluo4 calcium fluorescence; active compounds read high; B-score at 10 µM; Short transient receptor potential channel 4 (Mus musculus), Q9QUQ5; actives 0.49% (n = 310,000);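 active = B-score above 5 SD of library B-scores, and initial fluorescence ratio not above library mean plus 5 SD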;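 note: positive B-score marks a calcium rise read as TRPC4 activation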
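System: HEK293 cells stably co-expressing mouse TRPC4beta and mu-opioid receptor; Schedule: Fluo4 dye loading 45 min at room temperature, 110 s recording; Detection: Fluo4 fluorescence, kinetic; Evaluation: B-scored integrated calcium fluorescence ratio; Controls: buffer (low) and maximal DAMGO (high).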
MrgX1 PAM: positive allosteric modulators of MrgX1, primary screen, HEK293 cells, Fluo-4 calcium flux; FDSS; active compounds read high; actives 0.63% (n = 310,000); B-score at 10 µM; Mas-related G-protein coupled receptor member X1 (Homo sapiens), Q96LB2;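 active = plate-corrected calcium response at least 3 library SD above typical, normal starting fluorescence, not activating the receptor alone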;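 note: compound read alongside a low EC10 to EC30 dose of BAM8-22 agonist; peak minus trough fluorescence over baseline measured at the second addition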
MrgX1 ag: agonists of human MrgX1 receptor, primary screen, HEK293 cells, Fluo-4 calcium flux | Fluo-4 calcium fluorescence, agonist mode; active compounds read high | B-score at 10 µM | AID 588627, 2011 | Mas-related G-protein coupled receptor member X1 (Homo sapiens), Q96LB2 | actives 0.44% (n = 310,000);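 active = calcium response B-score plate-corrected fluorescence ratio at least 3 library SD, with starting fluorescence B-score inside 5 SD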
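Assay system: stable human MrgX1 HEK293 cell line. Quantity: 15,000 cells per well. Schedule: cells plated overnight, dye loaded 0.5 h 37 °C, 0.5 h room temperature. Detection: Fluo-4 NW calcium-flux fluorescence, kinetic read. Read-out basis: peak-minus-minimum fluorescence over baseline, converted to B scores. Control set: positive and negative control wells on each plate.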
TRPC4 potent: positive allosteric modulators of TRPC4, primary screen, cell-based, mouse TRPC4beta, HEK293 mu-opioid, Fluo-4 calcium; Short transient receptor potential channel 4 (Mus musculus), Q9QUQ5; DAMGO EC20, Fluo-4 Ca2+ flux; active compounds read high; B-score at 10 µM; actives 0.42% (n = 310,000); AID 2227, 2009;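 active = B-score of calcium response area above 5 SD of library B-scores, with initial fluorescence ratio within 5 SD of library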;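 note: B-score of integrated fluorescence ratio over time as area under calcium response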
TRPC6 inhibitor: mouse TRPC6 channel inhibitors, primary screen, cell-based, HEK293, membrane potential dye | ACh-evoked depolarization; active compounds read low | actives 1.1% (n = 310,000) | Short transient receptor potential channel 6 (Mus musculus), Q61143 | B-score at 10 µM | AID 2553, 2010;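 active = B-score under library mean minus 3 SD, initial fluorescence not abnormally high, positive integrated signal ratio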;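 note: B-score derived from integrated fluorescence ratio over the kinetic read; more negative B-score means stronger inhibition of depolarization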
RGS4 inh: RGS4 inhibitors, primary screen, cell-based, HEK293 M3R inducible RGS4, calcium flux; Regulator of G-protein signaling 4 (Homo sapiens), P49798; Fluo-4 calcium flux; active compounds read high; triggered by carbachol at its EC20; B-score at 10 µM; actives 0.45% (n = 310,000); AID 463165, 2010;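 active = B-score, a plate-corrected calcium signal, over three deviations above library mean, with baseline fluorescence within five deviations of library mean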;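 note: RGS4 expression induced by doxycycline in cells with stable M3 receptor; B-score is computed from the integrated fluorescence ratio over baseline after carbachol; higher B-score means a larger calcium signal and so more RGS4 inhibition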
MrgX1 antag: antagonists of human MrgX1 receptor, primary screen, HEK293 cells, Fluo-4 calcium flux; Mas-related G-protein coupled receptor member X1 (Homo sapiens), Q96LB2; BAM8-22 antagonism; active compounds read low; B-score at 10 µM; actives 1.3% (n = 310,000);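 active = calcium-response B-score plate-corrected more than 3 library SD below zero, starting fluorescence within 5 deviations, no agonist response on first addition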;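 note: peak minus trough fluorescence over baseline after final BAM8-22 challenge near maximal dose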
An asterisk follows results filed as active; i = inactive; nt = not tested or not shown.

SMILES	ANO1 activ	TRPC4 inh	TRPC6 activator	TMEM16A inh	TRPC4 act	MrgX1 PAM	MrgX1 ag	TRPC4 potent	TRPC6 inhibitor	RGS4 inh	MrgX1 antag
O=C(CN1CCN(S(=O)(=O)c2ccc(F)cc2)CC1)N1CCOCC1	i	i	i	i	i	i	i	i	i	i	i
COCCNC(=O)COc1ncnc2ccc(Br)cc12	i	i	i	i	i	i	i	i	i	i	i
CN(CC(=O)Nc1c(Cl)cccc1Cl)C(=O)CCC1CCCC1	i	i	i	i	i	i	i	i	i	i	i
CC(C)=N/N=c1\scc(C)n1Cc1ccco1	i	i	i	i	i	i	i	i	i	i	i
CCCCC(=O)Nc1cccc(NC(=O)c2cccc(Br)c2)c1	i	i	i	i	i	i	i	i	i	i	i
O=[N+]([O-])c1ccccc1CCc1cnc(Cl)s1	i	i	i	i	i	i	i	i	i	i	i
Cc1cc(C)cc(OCC(=O)Nc2ccc(N3CCN(S(C)(=O)=O)CC3)cc2)c1	i	i	i	i	i	i	i	i	i	i	i
CN(C(=O)c1ccco1)c1nnc(C23CC4CC(CC(C4)C2)C3)s1	i	i	i	i	i	i	i	i	i	i	i
Cn1c2c(c(=O)n(C)c1=O)CN(CCCN1CCOCC1)CN2	i	i	i	i	i	i	i	i	i	i	i
CCCSc1ncc(Cl)c(C(=O)Nc2ccc(S(=O)(=O)N3CC(C)OC(C)C3)cc2)n1 (configuration not stated)	i	i	i	i	i	i	i	i	i	i	i
COC(=O)c1nnn(-c2cc(Cl)cc(Cl)c2)c1C(=O)OC	i	i	i	i	i	i	i	i	i	i	i
C=CCNC(=O)/C(C#N)=C\c1cc(Cl)c(OCC)c(OC)c1	i	i	i	i	i	i	i	i	i	i	i
COc1ccc(CN2C(=O)NC3(CCCCC3)C2=O)cc1F	i	i	i	i	i	i	i	i	i	i	i
CC(=O)C1=C(O)C(=O)N(c2ccc(O)cc2)C1c1ccc(Cl)cc1 (configuration not stated)	i	i	i	i	i	i	i	i	i	i	i
CCOC(=O)c1cnc2c(C(F)(F)F)cccc2c1NCCCN1CCOCC1	i	i	i	i	i	i	i	i	-7.15*	i	i
O=C(Cn1c(=O)c2sccc2n(Cc2ccc([N+](=O)[O-])cc2)c1=O)NCCc1ccccc1	i	i	i	i	i	i	i	i	i	i	i
Cc1nn(Cc2ccccc2Cl)c(C)c1NC(=O)c1noc(C(C)C)c1[N+](=O)[O-]	i	i	i	i	i	i	i	i	i	i	i
COc1ccc(-c2noc(N3CCC(C(=O)Nc4cc(OC)c(OC)c(OC)c4)CC3)n2)cc1	i	i	i	i	i	i	i	i	i	i	i
Cc1cccc(/C=N/NC(=O)c2cc(Br)ccc2O)n1	i	i	i	i	i	i	i	65*	i	i	i
COc1ccc(S(=O)(=O)N(C)Cc2cccs2)cc1Br	i	i	i	i	i	i	i	i	i	i	i
O=c1cc(-c2c(F)c(F)c(F)c(F)c2F)oc2ccccc12	i	i	i	i	i	i	i	i	i	i	i
CNC(=O)c1cn(-c2ccc(Cl)cc2)c(=O)c2ccccc12	i	i	i	i	i	i	i	i	i	i	i
COc1ccc(S(=O)(=O)N2CCC(N3CCN(c4ccccc4)CC3)CC2)cc1	nt	i	i	i	i	i	i	i	i	i	i
COc1ccc(C)cc1Nc1nc(-c2c(C)[nH]c3ccccc23)cs1	i	i	i	i	i	i	i	i	i	i	i
Nc1nc(O)c(Sc2ccccc2[N+](=O)[O-])c(=O)[nH]1	i	i	i	i	i	i	i	i	i	i	i
CC(C)C[C@H](NC(=O)CCCn1nnc2ccccc2c1=O)C(=O)O	i	i	i	i	i	i	i	i	i	i	i
Cc1cc(C)n(-c2nc3ccccc3nc2N2CCCCCC2)n1	i	i	i	i	i	i	i	i	i	i	i
O=C(NCCc1csc(-c2cccnc2)n1)c1ccc(Cl)cc1	i	i	i	i	i	i	i	i	i	i	i
CCc1ccc(Oc2coc3cc(O)ccc3c2=O)cc1	i	i	i	i	i	i	i	i	i	i	i
Cc1ccccc1OCC(=O)Nc1ccc2c(c1)ncn2C	i	i	i	i	i	i	i	i	i	i	i
Cc1cccc(CN2C(=O)c3ccccc3Sc3ccc(C(=O)NCCCN4CCOCC4)cc32)c1	i	i	i	i	i	i	i	i	i	i	i
Cn1c(NC(=S)Nc2ccccc2)nc2ccccc21	i	i	i	i	i	i	i	i	i	i	i
COCc1nnc(NC(=O)C2CC(=O)N(CCc3ccc(F)cc3)C2)s1 (configuration not stated)	i	i	i	i	i	i	i	i	i	i	i
Nc1nonc1C(=O)NCCNC(=O)c1cccs1	i	i	i	i	i	i	i	i	i	i	i
C/C(=N/NC(=O)c1cc(-c2ccccc2)nc2c(Cl)cccc12)c1cccnc1	i	i	i	i	i	i	i	i	i	i	i
CC(C)Oc1ccc(OCCn2c(S(=O)(=O)O)nc3c(N)ncnc32)cc1	i	i	i	i	i	i	i	i	i	i	i
Cn1c(=O)c2c(nc(N3CCN(Cc4ccccc4)CC3)n2CCCc2ccccc2)n(C)c1=O	i	i	i	i	i	i	i	i	i	i	i
Cc1ccc(-c2nn(-c3ccccc3)cc2C=C2C(=O)CC(C)(C)CC2=O)cc1	i	i	i	i	i	i	i	i	i	10.7*	i
O=C(c1cc2cc(F)ccc2[nH]1)N1CCCC(Nc2ccc(F)cc2)C1 (configuration not stated)	i	i	i	i	i	12.6*	i	i	i	i	i
OC(COc1ccc2c(c1)CCC2)CN1CCN(c2ccccc2F)CC1 (configuration not stated)	i	i	i	i	i	i	i	i	i	i	i
COc1ccc(NC(=O)c2coc3ccccc23)cc1OC	i	i	i	i	i	i	i	i	i	i	i
O=c1c2ccc(Cl)cc2[nH]c(=S)n1Cc1cccnc1	i	i	i	i	i	i	i	i	i	i	i
O=C(CSc1nc2ccsc2c(=O)n1Cc1ccc(C(=O)O)cc1)NCc1ccco1	i	i	i	i	i	i	i	i	i	i	i
COc1cccc(C(=O)C2CCCN(Cc3cn[nH]c3C3CCCCC3)C2)c1 (configuration not stated)	i	i	i	i	i	i	i	i	i	i	i
CN(CCOc1ccc(-c2ccn(S(=O)(=O)c3c(Cl)cccc3Cl)n2)cc1)c1ccccn1	i	i	i	i	i	i	i	i	i	i	i
CCCCN1C(=O)C(=O)N(CC(=O)NC2CCCc3ccccc32)C1=O (configuration not stated)	i	i	i	i	i	i	i	i	i	i	i
CCCCc1cc(=O)oc2c(C)c(OCC(=O)NCc3ccccn3)ccc12	i	i	i	i	i	i	i	i	i	i	i
CC1Cc2ccccc2N1C(=S)Nc1cccc(S(=O)(=O)N(C)C)c1 (configuration not stated)	i	i	i	i	i	i	i	i	i	i	i
O=C1CSc2ccc(S(=O)(=O)NCc3ccc(Cl)cc3)cc2N1	i	i	i	i	i	i	i	i	i	i	i
CCCN1CCC(=NNc2ccc(S(=O)(=O)N3CCOCC3)cc2[N+](=O)[O-])CC1	i	i	i	i	i	i	i	i	i	i	i
CCCCCC(=O)N(CN1C(=O)CCC1=O)c1ccccc1	i	i	i	i	i	i	i	i	i	i	i
COc1ccc(-c2ccc(Nc3ccc(C(=O)N4CCOCC4)cc3)nn2)cc1OC	i	i	i	i	i	i	i	i	i	i	i
O/C(=C\Sc1nnc(Cc2ccccc2)o1)c1ccc(Br)cc1	i	i	i	i	i	i	i	i	i	i	i
Cc1ccc(C)c(N2CCN(c3nc4ccccc4c(=O)n3Cc3ccccc3)CC2)c1	i	i	i	i	i	i	i	i	i	i	i
CCOC(=O)C(C)N(c1ccccc1Cl)S(C)(=O)=O (configuration not stated)	i	nt	nt	i	nt	i	i	nt	nt	nt	i
COCC(=O)OC/C(O)=C(\C#N)c1nc2ccccc2[nH]1	i	i	i	i	i	i	i	i	i	i	i
CCc1ccc(N2CCN(C(=O)N3CCOCC3)CC2)cc1	i	i	i	i	i	i	i	i	i	i	i
Cc1ccc2c(c1)NC(=O)C(CC(=O)N(C)Cc1ccccc1)O2 (configuration not stated)	i	i	i	i	i	i	i	i	i	i	i
COc1ccc(CCNC(=O)C/C(C)=N/NC(=O)c2ccc(N)cc2)cc1OC	i	i	i	i	i	i	i	i	i	i	i
COc1cc2c(cc1O)CC[n+]1cc3c(OC)c(OC)ccc3cc1-2	i	i	i	i	i	i	i	i	-7.41*	i	i
Remaining list, next part.
SMILES	ANO1 activ	TRPC4 inh	TRPC6 activator	TMEM16A inh	TRPC4 act	MrgX1 PAM	MrgX1 ag	TRPC4 potent	TRPC6 inhibitor	RGS4 inh	MrgX1 antag
NC(=O)c1ccccc1NS(=O)(=O)c1ccc2c(c1)OCCO2	i	i	i	i	i	i	i	i	i	i	i
Cc1ccc(OS(=O)Nc2cccc3nccnc23)cc1 (configuration not stated)	i	i	i	i	i	i	i	i	i	i	i
Cc1cc(Nc2ccc(Cl)cc2)n2nnnc2n1	i	i	i	i	i	i	i	i	i	i	i
CNC(=O)COC(=O)c1ccc2c(c1)NC(=O)C1CCCN21 (configuration not stated)	nt	i	i	i	i	i	i	i	i	i	i
COc1ccc(Cc2nnc(SCC(=O)c3ccc(OC)cc3)o2)cc1	i	i	i	i	i	i	i	i	i	i	i
Cc1cc(NS(=O)(=O)c2cccc([N+](=O)[O-])c2)no1	i	i	i	i	i	i	i	i	i	i	i
